Screening data from PubChem BioAssay.
Pol eta inh: qHTS for Inhibitors of Polymerase Eta; recombinant Pol eta, fluorescent DNA replication assay; Potency, µM (titrated, usually from 114 µM), for the others: top-dose activity change, negative = inhibition, most hits filed as inhibitors; 390,000 tested, 1.2% active; AID 588591, 2011; DNA polymerase eta (Homo sapiens), Q9Y253; further: potency means the concentration at half of the fitted maximal effect; on the % scale 0 is the no-effect control and ±100 the full control effect
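Pol eta at 10 nM preincubated with compounds 15 min at room temperature; reaction started with fluorescent substrate (50 nM final) and read kinetically at 0 and 10 min.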
Pin1 inhibitor: qHTS Assay to Find Inhibitors of Pin1; 390,000 tested, 0.009% active; Peptidyl-prolyl cis-trans isomerase NIMA-interacting 1 (Homo sapiens), Q13526; AID 504891, 2011; Pin1 FP peptide displacement, HiFluor488, 10 min; Potency, µM (top dose mostly 115 µM), inactives show at the top dose activity, negative = inhibition, usual class: inhibitors; active means well fitted inhibition curve with a large enough effect in the polarisation, with a control signal flat, not every such curve was filed as active; inconclusive means small, poorly fitted or top-dose-only effect, or effect the other way, or a change in a side signal; inactive means no such curve, though single readings can be large or run the other way; the % refers to the polarisation; further: potency means the concentration at half of the fitted maximal effect; on the % scale 0 is the no-effect control and ±100 the full control effect
G9a block: qHTS Assay for Inhibitors of Histone Lysine Methyltransferase G9a; Histone-lysine N-methyltransferase EHMT2 (Homo sapiens), Q96KQ7; 350,000 tested, 8.8% active; G9a H3K9 monomethylation, AlphaScreen, 2 h; Potency, µM (titrated, usually from 102 µM), inactives show at the highest dose activity, negative = inhibition, actives largely listed as inhibitors; AID 504332, 2011; further: potency means the concentration at half of the fitted maximal effect; on the % scale 0 is the no-effect control and ±100 the full control effect; nearly all actives have a fitted effect of over 75% in size
Target sequence (Q96KQ7 913-1193 limits assumed): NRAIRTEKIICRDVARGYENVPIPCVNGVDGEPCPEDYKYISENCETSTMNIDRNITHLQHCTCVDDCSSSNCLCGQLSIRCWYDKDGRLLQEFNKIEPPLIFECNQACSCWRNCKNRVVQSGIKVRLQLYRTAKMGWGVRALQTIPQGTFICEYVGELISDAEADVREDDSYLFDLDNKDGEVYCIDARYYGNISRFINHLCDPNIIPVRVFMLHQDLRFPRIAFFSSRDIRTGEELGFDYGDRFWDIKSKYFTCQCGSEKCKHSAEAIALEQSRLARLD
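G9a (20 nM) preincubated 15 min RT with compounds, then 500 nM biotinylated H3K9 peptide and 20 uM SAM added; 2 h RT reaction. Monomethyl-H3K9 product detected by AlphaScreen with anti-H3K9me1 antibody, streptavidin donor and anti-rabbit IgG acceptor beads.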
Tb PGK inh: qHTS Assay to Find Inhibitors of Phosphoglycerate Kinase; PGK/GAPDH coupled, Kinase-Glo luminescence, 60 min; Potency, µM (doses to about 57.5 µM), without a hit: at the highest dose activity change, negative = inhibition, most hits filed as inhibitors; 380,000 tested, 0.043% active; further: potency means the concentration at half of the fitted maximal effect; on the % scale 0 is the no-effect control and ±100 the full control effect; nearly all actives have a fitted effect of over 60% in size
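Luminescent ATP detection (Kinase-Glo Plus) follows a 60-minute room-temperature incubation, with wells lacking PGK as controls. Buffer: 100 mM TEA (pH 7.6), 5 mM MgCl2, 0.01% Tween-20. Coupling enzyme GAPDH (100 nM final) supplies unstable 1,3-BPG in-well.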
HP1b chromo inh: HTS for Inhibitors of HP1-beta Chromodomain Interactions with Methylated Histone Tails | Potency, µM (titrated, usually from 114 µM), inactives show top-dose activity change, negative = inhibition, usual class: inhibitors | 390,000 tested, 0.56% active | Chromobox protein homolog 1 (Homo sapiens), P83916 | AlphaScreen HP1-beta / biotin-H3K9me3 peptide binding | AID 540317, 2011; further: potency means the concentration at half of the fitted maximal effect; nearly all actives have a fitted effect of over 70% in size; inactives centre near 23
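AlphaScreen: HP1-beta (50 nM) preformed 30 min with biotin-H3(1-18)K9me3 peptide (50 nM) in PBS pH 7.4, 0.01% Tween-20. Compound added for 30 min at RT, then streptavidin donor/nickel chelate acceptor beads (10 ug/mL) for 30 min.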
PI4K2A block: qHTS for small molecular inhibitors of PI4K2A. Phosphatidylinositol 4-kinase type 2-alpha (Homo sapiens), Q9BTU6. purified PI4K2A, ADP-Glo luminescence, 1 h; hits give low values. activity change, negative = inhibition, % at 76.9 µM. 420,000 tested, 0.13% active; in the data active means activity change below about -50%; inconclusive means mostly about -30% to -49%;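 further: -100% = wells without enzyme as full effect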
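In this quantitative HTS, ADP production by PI4K2A was quantified luminescently after 1 h at ambient temperature; 100 microM adenosine served as plate-quality control.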
BAZ2B inh: qHTS Assay for Inhibitors of BAZ2B. Bromodomain adjacent to zinc finger domain protein 2B (Homo sapiens), Q9UIF8. AlphaScreen BAZ2B-H3K14Ac peptide displacement. Potency, µM (highest dose often 114 µM), without a hit: top-dose activity change, negative = inhibition, hits mostly inhibitors. 360,000 tested, 4.4% active. AID 504333, 2011; further: potency means the concentration at half of the fitted maximal effect; on the % scale 0 is the no-effect control and ±100 the full control effect; nearly all actives have a fitted effect of over 60% in size
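Protein-peptide AlphaScreen: BAZ2B 50 nM, b-H3K14Ac 50 nM, 1x PBS pH 7.4 + 0.01% Tween-20. Preincubation 30 min RT; cpd 30 min RT (top 110 uM); beads 20 min RT, light-protected.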
GLS inh: qHTS for Inhibitors of Glutaminase (GLS); Glutaminase kidney isoform, mitochondrial (Homo sapiens), O94925; Potency, µM (series often up to 45.5 µM), for the others: top-dose activity change, negative = inhibition, hits mostly inhibitors; 410,000 tested, 0.21% active; GLS enzymatic activity, qHTS titration; further: potency means the concentration at half of the fitted maximal effect; on the % scale 0 is the no-effect control and ±100 the full control effect
Target sequence (O94925 whole entry, looked up, canonical isoform): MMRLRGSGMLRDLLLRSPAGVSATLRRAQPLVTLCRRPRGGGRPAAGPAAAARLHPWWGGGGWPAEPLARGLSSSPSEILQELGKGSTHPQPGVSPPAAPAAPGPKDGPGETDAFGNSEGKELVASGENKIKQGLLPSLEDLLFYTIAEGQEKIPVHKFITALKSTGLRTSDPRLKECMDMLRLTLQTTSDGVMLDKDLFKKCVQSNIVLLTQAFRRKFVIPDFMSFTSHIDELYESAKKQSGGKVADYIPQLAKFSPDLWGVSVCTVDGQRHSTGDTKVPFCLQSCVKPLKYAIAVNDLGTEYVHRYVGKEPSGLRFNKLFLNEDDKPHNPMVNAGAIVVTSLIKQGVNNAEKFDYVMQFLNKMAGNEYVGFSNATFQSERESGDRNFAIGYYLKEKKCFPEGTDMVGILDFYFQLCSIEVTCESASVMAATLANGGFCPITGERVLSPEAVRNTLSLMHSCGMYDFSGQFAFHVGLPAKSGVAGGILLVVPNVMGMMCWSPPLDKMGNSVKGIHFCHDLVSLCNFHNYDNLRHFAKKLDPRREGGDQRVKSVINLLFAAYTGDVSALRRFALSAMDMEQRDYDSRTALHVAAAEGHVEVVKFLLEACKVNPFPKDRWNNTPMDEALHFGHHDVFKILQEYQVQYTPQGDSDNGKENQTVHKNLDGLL
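Human kidney-isoform GLS in 45 mM KH2PO4 pH 8.2, 0.02% Tween-20, with compound, started with 1mM L-Glutamine (added stock). Glutamate oxidase/HRP/Amplex red coupled fluorescence read at start and after 30 min at RT.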
JMJD2A Tudor inh: qHTS Assay for Inhibitors of JMJD2A-Tudor Domain; Lysine-specific demethylase 4A (Homo sapiens), O75164; AlphaScreen JMJD2A-Tudor / H3K4me3 peptide binding; Potency, µM (titrated, usually from 114 µM), for the others: top-dose activity change, negative = inhibition, actives largely listed as inhibitors; 390,000 tested, 4.4% active; AID 504339, 2011; further: potency means the concentration at half of the fitted maximal effect; on the % scale 0 is the no-effect control and ±100 the full control effect; nearly all actives have a fitted effect of over 50% in size
Active calls of the source: *; i = inactive; ? = inconclusive; . = not tested or not shown; [ ] = another dose, or the depositor's remark. Unless noted, the call rests on the fitted dose curve; in most records, active means well fitted curve in the direction sought with a large enough effect; inconclusive means small, poorly fitted or top-dose-only effect, or another doubt; inactive means no such curve, though single readings can be large; an effect the other way counts as inactive or inconclusive. Only part of the results is shown, so the mix of outcomes need not match the whole.

Results follow in this order: Pol eta inh	Pin1 inhibitor	G9a block	Tb PGK inh	HP1b chromo inh	PI4K2A block	BAZ2B inh	GLS inh	JMJD2A Tudor inh
- O=C(NCCN1CCOCC1)C(=O)NCC1OCCN1S(=O)(=O)c1ccc(Cl)cc1 (centres undefined)
    0%	.	.	-4%	.	-3	.	-3%	.
- COc1ccccc1NC(=O)COC(=O)C1CC2C=CC1C2 (centres undefined)
    -8%	-12%	21%	-4%	26%	3	6%	5%	-3%
- COc1ccc(N2CCN(S(=O)(=O)c3ccc4c(c3)C(C(C)C)C(=O)N4)CC2)cc1 (centres undefined)
    -11%	4%	?	-5%	-9%	-1	?	22%	?
- C=C(C(=O)c1ccccc1)C(C)C(=C)C(=O)c1ccccc1
    ?	3%	32%[59 µM]	8%	151%[activator]	8	67%[activator]	0%	73%[activator]
- Cc1c(C(=O)N2CCC(C)CC2)sc2ncnc(N(C)c3ccccc3)c12
    -17%	0%	2%[59 µM]	0%	47%	1	3%	4%	-1%
- O=c1c(-c2n[nH]c(=S)n2-c2ccccc2)cccn1Cc1cccc(Cl)c1
    -9%	-3%	3.5µM*	i	11%	0	-17%	84%[activator]	28µM*
- CCOc1ccc(Br)cc1S(=O)(=O)Nc1cccc(S(=O)(=O)N(C)c2ccccc2)c1
    -13%	18%	-18%[59 µM]	-5%	16%	-6	-4%	1%	-23%
- COc1cc(/C=C/C(=O)O)cc(S(=O)(=O)Nc2ccc(S(=O)(=O)N3CCCCC3)cc2)c1OC
    ?	2%	-6%[0.501 µM]	-10%	35%	0	2%	-13%	-10%
- CCN(CC)C(=O)CSc1ncnc2c1nnn2-c1ccc(OC)cc1
    8%	-3%	14%	-2%	23%	-2	2%	3%	-14%
- CC(C)=CCN1CCN(Cc2cc(C(C)C)n[nH]2)CC1CCO (centres undefined)
    -18%	-1%	-39%	-7%	52%[activator]	13	-11%	1%	-1%
- CCC[N+](CC#Cc1ccccc1)(CCC)CC(=O)OC
    -7%	-3%	-23%[59 µM]	4%	11%	3	0%	-3%	1%
- O=S(=O)(NC1CCN(Cc2ccccc2)CC1)c1ccc(Cl)cc1
    -19%	-5%	2%	-2%	9%	0	-3%	-11%	8%
- Cc1ccc(-c2csc(C3=C(O)CN(NC(=O)c4ccco4)C3=N)n2)cc1
    -18%	12%	3%	i	22%	-6	1%	-6%	-33%
- CCOC(=O)C1(Cc2ccccc2C(F)(F)F)CCN(Cc2ccc(COC)o2)CC1
    -9%	1%	?	i	13%	3	-15%	-10%	-23%
- O=C(Cc1ccccc1)Nc1c(Cl)ccc2nsnc12
    -7%	-6%	9%	-1%	16%	-1	0%	-13%	-1%
- CC1CCc2nc(/C(C#N)=C/c3ccncc3)sc2C1 (centres undefined)
    -22%	?	3%	i	40%[activator]	2	-20%	-10%	8%
- CCOC(=O)c1c(C)[nH]c(C)c1C(=O)COC(=O)CNC(=O)c1ccc(OCC)cc1
    0%	-4%	-21%[12.7 µM]	-7%	-22%	3	-26%	-3%	-8%[11.4 µM]
- N#C/C(=C/c1cc(Br)cs1)C(=O)NCC1CCCO1 (centres undefined)
    -4%	13%	4%	-7%	18%	6	9%	-5%	-5%
- CCn1c(NCc2cc(Cl)ccc2O)nc2ccccc21
    -17%	2%	20%[59 µM]	1%	42%[activator]	-5	-24%	19%	-25%
- Cc1cc(N2CCN(c3nc(-c4ccc([N+](=O)[O-])cc4)cs3)CC2)c2ccccc2n1
    -18%	40%[activator]	?	i	-12%	1	-19%	-4%	-20%
- COc1ccc2c(=O)c(Oc3ccc(C(=O)O)cc3)c(C(F)(F)F)oc2c1
    -20%	-4%	?	-3%	37%	-7	-1%	4%	-2%
- CC(=O)c1ccc(NC(=O)Cn2c(=O)nc(-c3ccccc3)c3ccccc32)cc1
    -10%	?	11%[12.7 µM]	0%	28%	2	-27%	-3%	5%
- Cc1ccc(C)c(Cn2c3ccccc3c3cnn(CC(=O)NCCC4=CCCCC4)c(=O)c32)c1
    7%	1%	-10%[59 µM]	-4%	5%	-3	-33%	0%	-9%
- CCOC(=O)N1CCC(NC(=O)CS(=O)(=O)Cc2nc(-c3ccccc3C)oc2C)CC1
    -5%	3%	?	0%	21%	-7	5%	-1%	-22%
- CCCCC(=O)C1CCN(Cc2ccccc2)CC1
    -4%	?	24%[59 µM]	-12%	28%	-3	2%	8%	-10%
- Cc1c(N2C(=O)C3C4C=CC(C4)C3C2=O)c(=O)n(-c2ccccc2)n1C (centres undefined)
    -11%	4%	13%[59 µM]	-10%	18%	6	-16%	-10%	-3%
- O=C(O)c1cc2ccc3cccc4ccc(c1)c2c34
    -21%	-6%	21%	-2%	35%	0	?	-5%	5%
- COc1ccc(C(CCN2CCOCC2)c2c(OC)cc(OC)c3c(C)cc(=O)oc23)cc1 (centres undefined)
    -19%	1%	4%[59 µM]	-3%	17%	-1	-13%	7%	-16%
- OC(c1ccccc1)(c1ccccc1)C1CCN(C(=S)NCCc2ccccc2)CC1
    -13%	3%	1%	-5%	11%	-1	-18%	8%	-25%
- O=C1NC(c2ccco2)Nc2ccccc21 (centres undefined)
    -3%	-1%	-26%	i	11%	0	5%	25%	-6%
- N#Cc1ccc(CSc2nnc(-c3ccccn3)n2-c2ccc(Cl)cc2)cc1
    -18%	32%	-34%[59 µM]	0%	17%	2	50µM*	5%	1%[57.1 µM]
- Cc1ccc2c(Sc3ccc(Cl)cc3)c(C(=O)NCCC(C)C)[nH]c2c1
    -16%	35%[activator]	-49%[59 µM]	7%	10%	0	?	17%	?
- CCOC(=O)[C@@H]1[C@H]2COc3ccc(Br)cc3[C@H]2N2C(=O)N(c3ccc(C)cc3)C(=O)[C@]12C
    -10%	-2%	-7%	1%	12%	-1	-24%	-3%	-19%
- Cc1ccccc1NC(=O)CSc1nnc(NC(=O)c2ccco2)s1
    -3%	-1%	.	11%	18%	-1	-5%	17%	1%
- O=C(CCNS(=O)(=O)c1ccccc1C(F)(F)F)N1CCN(c2ccccc2O)CC1
    -10%	2%	?	-6%	9%	1	3%	27%	-22%
- O=C(c1cccc(S(=O)(=O)NCc2ccccc2)c1)N1CCCCC1
    -10%	-5%	16%[0.501 µM]	-4%	11%	-2	14%	5%	-13%
- O=C(NCC1CCCO1)c1cccc(N2CCCC2=O)c1 (centres undefined)
    -11%	4%	?	-4%	28%	-1	0%	-10%	-10%
- Fc1ccc(-c2ccc3c(c2)C2CC3CCN2)cc1 (centres undefined)
    -24%	-4%	.	-2%	25%	2	.	3%	-10%
- COc1ccc(NC(=O)Nc2ccccc2C)c(OC)c1
    1%	-4%	-1%[12.7 µM]	-7%	17%	4	2%	14%	-13%
- CC(C)C1Cc2ccccc2-c2[nH]c(=S)[nH]c(=O)c21 (centres undefined)
    -19%	-9%	.	-1%	10%	1	.	10%	-16%
- COc1ccccc1N1CCN(CCC(=O)Nc2ccc3c(c2)OCO3)CC1
    -8%	7%	2%	1%	15%	1	-6%	44%[activator]	-10%
- CC1(C)Cc2ccccc2C(=NCC(=O)O)N1
    -11%	1%	-7%[12.7 µM]	i	32%	-1	-8%	-19%	-8%
- Nc1nn(-c2cccc(F)n2)cc1-c1ccc(Cl)cc1
    -2%	5%	3%	-11%	37%	-13	-1%	-3%	-16%
- COC(=O)c1c(NC(=O)C(C)Oc2ccc(Cl)cc2Cl)sc2c1CCCC2 (centres undefined)
    -7%	-2%	3.5µM*	5%	-1%	2	0%	1%	3%
- CC(C)c1ccccc1NC(=O)CNCCc1ccc(C(F)(F)F)cc1
    -11%	1%	-9%[12.7 µM]	5%	?	1	45µM*	-2%	14µM*
- FC(F)(F)C(Oc1nc(NC2CCCCC2)nc(N2CCOCC2)n1)C(F)(F)F
    -10%	?	2%	7%	31%	-6	-17%	0%	-14%
- COc1cc(CNc2ccc(CNc3ncn[nH]3)cc2)cc(Cl)c1OCc1ccccc1
    -11%	-8%	-19%[59 µM]	-1%	?	-4	1%	11%	-19%
- Cc1cc(C)c(NC(=O)CNC(=O)CN(C)Cc2ccc(Br)s2)c(C)c1
    -9%	2%	13%[12.7 µM]	7%	16%	7	13%	4%	-10%
- NC(=O)c1ncn([C@@H]2O[C@H](CNCc3cccc4c3sc3ccccc34)[C@@H](O)[C@H]2O)n1
    -9%	3%	.	-7%	35%	-3	.	0%	-2%
- CCOc1cc(N2CCOCC2)c(OCC)cc1NC(=O)CSc1nccc(C)n1
    -10%	-3%	-51%	1%	12%	-2	-23%	-8%	-24%
- CCc1ccc(S(=O)(=O)N/N=C\c2cn(CC(N)=O)c3ccccc23)cc1
    -18%	-8%	?	0%	14%	3	?	-2%	-21%
- COc1ccc(CNC(=O)COC(=O)C2(C)CC2(Cl)Cl)cc1 (centres undefined)
    6%	2%	.	5%	34%	-1	.	0%	3%
